# hERG WT inh: blocks the wildtype human KCNH2 potassium channel. hit rate 0.37% among 340,000. AID 720551. activity change, % at 1.84 µM. U2OS, BacMam KCNH2, thallium flux FluxOr; active compounds read low. Q12809;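 active = maximum activity change below -70%; inconclusive = maximum activity change between -70% and -50%; inactive = maximum activity change above -50%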; also: % is scaled to controls: 0 for no effect and ±100 for the full control effect
# Target sequence (Q12809 whole entry, looked up): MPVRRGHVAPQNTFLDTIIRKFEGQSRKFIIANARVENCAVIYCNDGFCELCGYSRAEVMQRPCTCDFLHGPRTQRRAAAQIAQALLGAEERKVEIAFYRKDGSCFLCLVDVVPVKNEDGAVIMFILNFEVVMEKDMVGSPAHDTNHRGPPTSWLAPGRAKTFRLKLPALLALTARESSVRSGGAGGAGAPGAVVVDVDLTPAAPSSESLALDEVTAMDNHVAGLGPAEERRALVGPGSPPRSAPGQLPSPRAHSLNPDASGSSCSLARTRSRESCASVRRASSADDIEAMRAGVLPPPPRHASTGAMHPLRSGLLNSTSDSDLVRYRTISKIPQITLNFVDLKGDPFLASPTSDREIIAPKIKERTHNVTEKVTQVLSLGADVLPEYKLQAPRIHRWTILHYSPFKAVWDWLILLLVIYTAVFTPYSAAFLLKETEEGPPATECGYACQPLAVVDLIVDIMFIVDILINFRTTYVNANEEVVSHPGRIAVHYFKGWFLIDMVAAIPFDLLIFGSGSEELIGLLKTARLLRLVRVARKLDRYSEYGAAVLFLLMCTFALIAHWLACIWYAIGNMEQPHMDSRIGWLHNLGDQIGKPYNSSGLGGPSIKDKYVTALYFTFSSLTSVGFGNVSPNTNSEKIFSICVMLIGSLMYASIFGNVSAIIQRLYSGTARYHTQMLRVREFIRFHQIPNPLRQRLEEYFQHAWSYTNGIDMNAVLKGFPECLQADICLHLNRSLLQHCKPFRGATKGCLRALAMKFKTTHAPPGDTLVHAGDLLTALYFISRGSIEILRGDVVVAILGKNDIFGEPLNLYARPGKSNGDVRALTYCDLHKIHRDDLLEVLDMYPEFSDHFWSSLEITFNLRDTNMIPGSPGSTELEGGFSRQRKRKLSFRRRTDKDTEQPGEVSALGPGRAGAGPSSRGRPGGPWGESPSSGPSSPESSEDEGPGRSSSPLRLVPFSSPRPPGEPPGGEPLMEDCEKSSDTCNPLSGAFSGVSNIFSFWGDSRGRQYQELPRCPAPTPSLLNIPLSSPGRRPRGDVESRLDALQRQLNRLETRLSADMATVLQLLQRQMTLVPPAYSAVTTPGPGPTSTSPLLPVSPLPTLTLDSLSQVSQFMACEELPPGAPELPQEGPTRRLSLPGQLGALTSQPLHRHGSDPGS
#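 U2OS cells were transduced with wild-type KCNH2 virus (2.03 x 10^8 / mL) for 4 h at room temperature, then cultured overnight at 37 C. Thallium flux was read with FluxOr dye. Rate constants were normalized to DMSO controls.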
# Tb PFK inh: T. brucei PFK enzyme inhibition; hit rate 0.17% among 330,000; Potency, µM (top dose mostly 57.5 µM), without a hit: top-dose activity, negative = inhibition, hits mostly inhibitors; O15648; T. brucei PFK, ADP-Glo luminescence;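 also: potency is read from the fitted curve at half-maximal effect; 0% = uninhibited 1x PFK enzyme wells and -100% = no-enzyme wells; nearly all actives have a fitted effect of over 60% in size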
#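 Activity is normalized to no-enzyme wells (full inhibition) and 1.25 nM enzyme wells (no inhibition). Reaction: 0.5 mM F6P, 0.1 mM ATP, 45 min RT, ADP-Glo luminescence; concentration-response curves fitted and classed by quality.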
# GALK inh: inhibitors of human galactokinase; P51570; Potency, µM (doses to about 57.5 µM), without a hit: at the highest dose activity change, negative = inhibition, actives largely listed as inhibitors; hit rate 0.007% among 270,000; AID 1868; Purified GALK, Kinase-Glo residual ATP luminescence; also: potency is read from the fitted curve at half-maximal effect; % is scaled to controls: 0 for no effect and ±100 for the full control effect
#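 GALK at 5 nM final was combined with compound, 35 uM ATP and 100 uM galactose in HEPES pH8.0 with MgCl2 and DTT. The reaction ran one hour at room temperature before luminescent ATP detection.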
# TCR act: activates T cell receptor signaling. primary human leukocytes, anti-CD3, IL-2 HTRF, 48 h. Potency, µM (top dose mostly 9.22 µM), without a hit: top-dose activation of IL-2 secretion, most hits filed as activators. 330,000 tested, under 10 active. AID 504894; also: % of control where 0% means no effect
#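 48 hr co-incubation of compounds, a-CD3 beads and primary human leukocytes; IL-2 quantified homogeneously by HTRF with anti-IL-2 K and d2 conjugates.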
# Coupling enz: inhibits coupling enzyme system, counter-screen for aldolase hits; coupling enzyme system counterscreen, AmpLite Red fluorescence; activity change, negative = inhibition, % at 58.2 µM, hits read low; hit rate 0.67% among 290,000; in the data active = activity change below about -30%; also: % is scaled to controls: 0 for no effect and ±100 for the full control effect
#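 Compounds tested against the coupling enzymes alone at 57.5 uM final; readout was AmpLite Red fluorescence (525/598 nm) after 20 min at RT.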
# TSHR antagonist: human thyrotropin receptor antagonism; P16473; TSHR-expressing cells, TSH-stimulated cAMP HTRF, 2 h; active compounds read low; activity change, negative = inhibition, % at 11.5 µM; hit rate 0.2% among 330,000;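 active = activity change below a set negative limit, meaning inhibition stronger than a set level, cut at about -70% in these data; inconclusive = activity change between two set negative limits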; also: % is scaled to controls: 0 for no effect and ±100 for the full control effect
#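 Competitive HTRF cAMP read-out (cryptate anti-cAMP antibody, cAMP-d2; 30 min, room temperature) in freshly harvested TSHR cells. Compounds added before TSH at EC80 (4nM final), followed by 2 hours' incubation at 37 deg C.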
# Giardia killer: kills Giardia lamblia; AID 540267; hit rate 0.15% among 340,000; activity change, % at 7.66 µM, hits read low; Giardia lamblia trophozoite viability; in the data active = activity change below about -80%; inconclusive = between about -30% and that limit;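 also: parasites exposed to compound for two days anaerobically before the ATP read; % is scaled to controls: 0 for no effect and ±100 for the full control effect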
#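 Luminescent ATP signal served as the viability read-out, measured 15-30 min after adding ATP detection reagent to trophozoites that had been incubated with compounds for 48 hrs at 37 deg C anaerobically at 100 cells/well.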
# AT treatment: candidate therapy for ataxia-telangiectasia. AID 485349. hit rate 0.19% among 320,000. Potency, µM (top dose mostly 57.5 µM), inactives show at the highest dose activation, actives largely listed as activators. […] A-T fibroblasts, KAP-1 phosphorylation AlphaLISA; neocarzinostatin DNA damage 30 min before lysis; also: potency is read from the fitted curve at half-maximal effect; % of control where 0% means no effect; nearly all actives have a fitted effect of over 45% in size
#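 hTERT-immortalized A-T patient fibroblasts ([…]), 500 cells/well in OPTI-MEM, 1% FBS, got compounds for 60 min, then NCS for 30 min at 37C. Lysates were then assayed for phospho-KAP-1 by AlphaLISA (anti-pKAP1 donor, anti-KAP1 acceptor beads), 6 hr at 25C.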
# BCR signal inh: chronic active BCR signaling inhibition; ABC-DLBCL IkBa-CBG/CBR reporter, luminescence ratio, 4 h; Potency, µM (series often up to 46.1 µM), for the others: top-dose ratio change, negative = lower green/red ratio, usual class: inhibitors; hit rate 0.05% among 340,000; active = well fitted inhibition curve with a large enough effect in the signal ratio, with a control signal flat, not every such curve was filed as active; inconclusive = small, poorly fitted or top-dose-only effect, or effect the other way, or a change in a side signal; the % refers to the signal ratio;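 also: potency is read from the fitted curve at half-maximal effect; plate controls were basal doxycycline-induced cells for no effect and cells given 10 µM MG132 for full effect; MG132 reads +100%, hits lower the ratio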
#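 Cell line TMD8 (human ABC DLBCL), stably expressing tet-inducible CBG68-IkBa fusion and CBR; IMDM/0.5% FBS; cpd up to 46 uM; dox induction, 4 h, 37C/5% CO2; dual luminescence; green/red ratio; MG132 control.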
# CXXC DNA block: blocks binding of human MLL CXXC domain to DNA; MLL-CXXC / FITC-HOXA9 DNA fluorescence polarization; Potency, µM (highest dose often 115 µM), for the others: at the top dose activity change, negative = inhibition, usual class: inhibitors; hit rate 0.037% among 290,000; active = well fitted inhibition curve with a large enough effect in the polarisation, with a control signal flat, not every such curve was filed as active; inconclusive = small, poorly fitted or top-dose-only effect, or effect the other way, or a change in a side signal; inactive = no such curve, though single readings can be large or run the other way; the % refers to the polarisation; also: potency is read from the fitted curve at half-maximal effect
#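 Steps: dispense CXXC domain solution (7 uM) → pin compounds or unlabeled HOX-A9 DNA control → 5 min ambient → add FLSN-HOX-A9 solution (50 nM) → spin → 30 min ambient → fluorescence polarization. Tris pH 7.5/NaCl/DTT/BSA buffer.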
# The depositor's hits bear a star; ? = inconclusive; nt = not tested or not shown; [ ] = dose if it differs, or a comment. Unless noted, calls follow the shape of the dose curve; as a rule, active = well fitted curve in the direction sought with a large enough effect; inconclusive = small, poorly fitted or top-dose-only effect, or another doubt; inactive = no such curve, though single readings can be large; an effect the other way counts as inactive or inconclusive.
SMILES,hERG WT inh,Tb PFK inh,GALK inh,TCR act,Coupling enz,TSHR antagonist,Giardia killer,AT treatment,BCR signal inh,CXXC DNA block
COc1cccc(CNC(=O)COc2ccc(C(=O)c3ccccc3)cc2)c1,-4,0%,0%,2%,-1,-7,?,2%,-19%,-1%
Cc1ccc(S(=O)(=O)c2cc(Nc3ccccc3)ccc2O)cc1,-9,5%,nt,3%,nt,6,10,9%,15%,nt
O=C1CSC(c2cccnc2)N1c1ccccc1 (stereo not drawn),-3,0%,1%,5%,2,25,55[activator],-5%,7%,-1%
CCn1c(SCC(=O)Nc2nccs2)nnc1C1CC1,3,0%,5%,5%,3,27,23,3%,2%,-11%
O=C(CCn1nc(-c2ccccc2)c2ccccc2c1=O)NCC1CCCO1 (stereo not drawn),1,4%,5%,1%,-2,5,6,-2%,-1%,-4%
O=C(CSc1ncnc2c1cnn2-c1cccc(Cl)c1)NCC1CCCO1 (stereo not drawn),4,-4%,-3%,4%,11,-1,28,3%,3%,5%
Cc1ccc(C)c(NC(=O)CS(=O)(=O)c2c[nH]c3ccccc23)c1,-2,-4%,0%,nt,0,-3,-2,9%,-5%,11%
CCN1CCN(CCCNC(=O)CCC(=O)N2CC(C)Oc3ccc(C)cc32)CC1 (stereo not drawn),3,-6%,nt,3%,1,3,-17,-2%,4%,nt
c1ccc(-n2cnc3cc(NCc4cccs4)ccc32)cc1,6,0%,2%,-1%,-2,1,-1,-2%,?,-3%
Cc1ccc(CNC(=O)C2(S(=O)(=O)c3ccc(C)cc3)CC2)cc1,-5,1%,-1%,6%,0,-15,3,5%,-8%,2%
Cc1ccc(/C=C2/N=C(c3ccccc3)NNC2=O)cc1,-10,2%,0%,9%,3,-8,-3,3%,14%,1%
CCn1c(C)nc2cc(-c3nnc(-c4c(-c5ccccc5)noc4C)o3)ccc21,1,-4%,2%,-2%,4,-8,6,7%,?,1%
CCCCCn1cnc2sc(-c3ccccc3)cc2c1=O,4,0%,-1%,-4%,4,32,7,-1%,?,11%
Cc1noc(C)c1CSc1nc2ccccc2c(=O)n1-c1ccc(F)cc1F,-7,?,-1%,3%,3,8,-12,-10%,-1%,11%
Nc1ccc(-c2nc3ncccc3o2)c(O)c1,-5,7%,2%,-17%,2,3,-10,18%,7%,-1%
O=C(Cc1ccccc1)N1CCC(C(=O)N2CCN(c3ccc(F)cc3)CC2)CC1,13,1%,1%,-9%,0,9,10,12%,5%,-10%
CC(C)Cn1c(S(=O)(=O)O)nc2ccccc21,-6,-17%,1%,-20%,-5,11,?,6%,1%,-2%
CC1CN(C(=O)CNC(=O)COc2ccccc2)CC(C)O1 (stereo not drawn),-8,-1%,nt,-8%,nt,10,28,-6%,0%,nt
C/C(N)=C(/C#N)C(=O)CSc1nnc(NC(C)C)s1,11,-27%,-1%,5%,4,-3,18,-1%,-10%,0%
Cc1cccc(C(C)C)c1NC(=O)c1ccc(CN(c2ccccc2)S(=O)(=O)c2ccccc2)cc1,-17,3%,0%,1%[46.1 µM],8,0,-1,-7%,8%,-11%
Cc1ccc(S(=O)(=O)n2nccc2-c2c(-c3ccc(Cl)cc3)noc2C)cc1,-11,-1%,1%,5%,-5,-5,3,1%,8%,4%
O=C(NCC(=O)N1CCOCC1)c1ccc(Br)cc1,-6,4%,-5%,2%,nt,-4,7,16%,1%,8%
CCOC(=O)C1CCCN(C(=O)c2ccc3ncsc3c2)C1 (stereo not drawn),6,-1%,nt,-5%[46.1 µM],nt,-1,-6,-9%,7%,nt
Cc1nc2ccccc2c(=O)n1NC(=O)c1ccc(F)cc1Cl,-4,10%,1%,-3%,3,-3,10,-6%,-8%,3%
O=C(NNC(=O)c1cccs1)c1ccc([N+](=O)[O-])cc1,1,4%,9%,-2%,0,16,-8,3%,?,30%
Cc1ccc2onc(CC(=O)O)c2c1,5,-8%,-4%,-2%[46.1 µM],2,-2,-14,9%,1%,-8%
Cc1cc2c(cc(C(=O)OC(C(=O)NCc3ccco3)C(C)C)n2C)o1 (stereo not drawn),-4,0%,1%,-3%,1,-20,-8,-1%,1%,0%
CCOC(=O)C1C(=O)C=C(c2ccc(C)cc2)CC1c1ccccc1 (stereo not drawn),1,0%,0%,3%,6,-10,-9,5%,8%,-1%
CSc1ccc(Cl)c(C(=O)N2CCN(CC(=O)N3CCCC3)CC2)c1,-15,1%,nt,-7%,nt,nt,10,-7%,0%,nt
N#C/C(=C\c1ccc(-c2ccccc2[N+](=O)[O-])o1)C(=O)Nc1nc(-c2cccs2)cs1,-4,27%,1%,11%[46.1 µM],-6,-23,-22,-2%,15%,-6%
Nc1ccccc1OCP(=O)(c1ccccc1)c1ccccc1,-7,-4%,2%,-5%[46.1 µM],2,10,9,0%,1%,0%
O=C(NC1CCCCC1)C(c1ccco1)N(C(=O)c1csnn1)C1CCCC1 (stereo not drawn),0,2%,0%,-4%,4,-5,5,7%,0%,-2%
Nc1ccc2c(c1)N1CCN=C1S2,7,-5%,10%,5%,0,-1,1,4%,0%,3%
COc1ccc(-c2noc(CCC(=O)N(C)c3cccc(C)c3)n2)cc1,4,0%,0%,-4%,1,-4,22,nt,0%,0%
Cc1cc(C)c(NC(=O)CN(C2CCCCC2)C2CCCCC2)c(C)c1,-15,-4%,0%,4%,0,-1,10,0%,11%,-5%
C=CCn1nnnc1SCC(=O)Nc1ccccc1C(=O)OC,0,3%,0%,1%,2,-4,24,15%,-10%,1%
O=C(O)c1ccc2c(c1)C(=O)N(NC(=O)c1ccccc1)C2=O,-230*,?,7%,3%,6,5,2,7%,?,1%
CC1CCc2c(sc(NC(=O)COC(=O)c3ccccc3NCc3ccco3)c2C#N)C1 (stereo not drawn),-5,-3%,-2%,-10%,6,8,-2,-2%,23%,5%
O=C(NCC(c1ccco1)N1CCN(c2ccc(F)cc2)CC1)c1cccs1 (stereo not drawn),-5,-15%,nt,0%,nt,6,-9,10%,0%,nt
Cc1cc(NC(=O)CCSc2ccc(Cl)cc2)no1,-3,2%,-1%,-4%,1,-4,-14,-1%,3%,23%
CCC(=O)NNc1cc(=O)c2c(=O)n(C)c(=O)n(C)c2[nH]1,-4,0%,nt,5%,0,1,8,3%,9%,-1%
Cc1ccc(C(=O)NCC(=O)OCC(=O)Nc2ncc(C(F)(F)F)cc2Cl)cc1,-1,1%,0%,1%[46.1 µM],1,-15,2,-6%,?,4%
CCOC(=O)c1cnc2c(C(F)(F)F)cccc2c1N1CCN(C)CC1,8,-3%,-3%,-5%,2,13,13,1%,-1%,3%
CC(C)C[C@H](NC(=O)N1CCn2c1nc1ccccc12)C(=O)NC1CC1,8,1%,14%,3%,2,20,-7,-2%,-11%,14%
O=C(CCCN1C(=O)S/C(=C\c2ccccc2)C1=O)NNC(=O)c1ccccc1O,6,-4%,-3%,-1%,1,-10,19,1%,?,14%
CCOc1ccc(NC(=O)c2ccccc2NC(=O)c2cccnc2)cc1,3,-3%,nt,-3%,-1,1,12,-7%,6%,-6%
Cc1ccc(-c2nnn(CC(=O)N(c3ccccc3)C(C(=O)NCC3CCCO3)c3cccs3)n2)o1 (stereo not drawn),6,-6%,0%,7%,-1,9,6,-3%,-2%,-5%
Cc1nn(C(C)C(=O)NCc2ccccc2Cl)c(=O)c2c1sc1ccccc12 (stereo not drawn),4,1%,0%,-2%,3,32,9,-1%,3%,15%
COc1ccc(C)cc1N(CC(=O)Nc1ccc(S(=O)(=O)N2CCOCC2)cc1)S(C)(=O)=O,2,4%,1%,-2%,2,-19,1,2%,9%,-1%
Clc1ccccc1OCc1nc(-c2ccncc2)no1,-2,-10%,0%,-9%,3,-8,0,4%,?,-2%
CC(C)C(=O)NNC(=O)c1csc(CS(=O)(=O)c2ccc(Cl)cc2)n1,-1,-2%,3%,-6%,5,-5,8,-9%,?,-2%
Cc1nnc(NC(=O)c2ccccc2Oc2ccccc2)s1,-5,0%,11%,-7%,0,-6,-5,-14%,13%,1%
O=C(Nc1ccccc1C(=O)Nc1ccc(Br)cn1)c1ccccc1Cl,29,2%,nt,-4%,nt,-12,9,-1%,1%,nt

# Compound profiles, as listed above.
# Record of Nc1ccc2c(c1)N1CCN=C1S2 = hERG WT inh = 7; Tb PFK inh = -5%; GALK inh = 10%; TCR act = 5%; Coupling enz = 0; TSHR antagonist = -1; Giardia killer = 1; AT treatment = 4%; BCR signal inh = 0%; CXXC DNA block = 3%
# Record of COc1ccc(C)cc1N(CC(=O)Nc1ccc(S(=O)(=O)N2CCOCC2)cc1)S(C)(=O)=O = hERG WT inh = 2; Tb PFK inh = 4%; GALK inh = 1%; TCR act = -2%; Coupling enz = 2; TSHR antagonist = -19; Giardia killer = 1; AT treatment = 2%; BCR signal inh = 9%; CXXC DNA block = -1%

# Compound activity (PubChem BioAssay)
